Tn7 DDE FP: disrupts Tn7 cyclic peptide binding to fibrin D-Dimer-E complex; P02675; FP displacement of FITC-Tn7 peptide from fibrin DD(E); 0% = median of compound wells per plate; inhibition, % at 8.3 µM; hit rate 0.13% among 370,000; AID 720508;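 active = inhibition above the mean of compounds falling within the control limits plus 3 SD of them, cut at about 14% in these data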;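 note: 0% = plate median of compound wells and 100% = 10 µM Aha-Tn7 peptide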
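Assay system: Fibrin-DD(E) protein isolated from polymerized human fibrin clots; read-out basis: percent inhibition; medium: Tris/NaCl/CaCl2 buffer, pH 7.8; signal: FP measurement; incubation: 10 min plus 3 h, room temperature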
SIAE inh: human SIAE inhibition, primary screen; SIAE FP-Rh probe binding, fluorescence polarization; Q9HAT2; inhibition, % at 9.66 µM; hit rate 0.69% among 370,000;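 active = inhibition above a cutoff: mean of compounds within the control limits plus 3 SD of those, cut at about 17% in these data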;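 note: 0% = plate median of compound wells and 100% = probe without SIAE protein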
TDP2 inh: TDP2 (human) inhibition, absorbance primary screen; O95551; hit rate 0.34% among 370,000; AID 720702; inhibition, % at 12.8 µM; recombinant TDP2, T5PNP hydrolysis, p-nitrophenol absorbance 415 nm;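 active = inhibition above the mean of all tested compounds plus 3 SD, set per campaign, cut at about 25% in these data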;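 note: 0% = DMSO with enzyme and 100% = buffer with substrate but no TDP2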
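test system = human TDP2 enzyme | input = TDP2 enzyme at 120 nM final | medium = 50 mM Tris-HCl pH 7.5 with Mg2+, KCl, DTT, BSA | also added = T5PNP substrate, 5 mM | times = 2 h at 37 °C | technique = epi absorbance | benchmarks = high control without enzyme, low control DMSO plus TDP2 | replication = each compound tested once, singlicate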
TCR CD3 inh: inhibitors of human TCR-CD3 interaction. inhibition, % at 9.4 µM. TAMRA-labeled TCR probe fluorescence, biochemical. hit rate 0.37% among 360,000; in the data active = inhibition above about 19%;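 note: recombinant mutant TCR 2C K166C tagged with TAMRA read by polarization; 0% = receptor in buffer alone and 100% = receptor with positive control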
MBD2 DNA inh: blocks human MBD2 binding to methylated DNA. Q9UBB5. TR-FRET, MBD2 binding to methylated oligonucleotide. inhibition, % at 4.4 µM. hit rate 0.31% among 370,000. AID 686964; in the data active = inhibition above about 13%
Target sequence (Q9UBB5 whole entry, looked up): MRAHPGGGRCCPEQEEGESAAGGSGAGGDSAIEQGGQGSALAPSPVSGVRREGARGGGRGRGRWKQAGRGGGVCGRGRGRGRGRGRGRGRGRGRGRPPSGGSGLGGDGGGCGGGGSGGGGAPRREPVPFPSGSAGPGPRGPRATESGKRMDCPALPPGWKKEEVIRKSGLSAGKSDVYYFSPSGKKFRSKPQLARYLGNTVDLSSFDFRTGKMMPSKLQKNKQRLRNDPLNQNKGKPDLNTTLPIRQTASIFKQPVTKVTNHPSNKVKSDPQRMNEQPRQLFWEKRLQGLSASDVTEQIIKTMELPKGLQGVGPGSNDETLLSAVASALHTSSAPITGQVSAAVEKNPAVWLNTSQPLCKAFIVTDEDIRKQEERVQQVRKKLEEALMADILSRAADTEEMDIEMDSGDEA
LEDGF integ inh: blocks HIV-1 LEDGF/p75-dependent DNA integration. TR-FRET IN-LEDGF/p75 DNA integration, Eu/Cy5. inhibition, % at 3.7 µM. hit rate 0.64% among 370,000. AID 743269;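 active = inhibition above the screen-wide mean plus 3 SD, cut at about 13% in these data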;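 note: signal is the Cy5 over europium emission ratio at 671 and 618 nm; 0% = plate median of compound wells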
DDE Tn6 FP inh: disrupts Tn6 cyclic peptide binding to fibrin D-Dimer-E complex | P02675 | Fibrin DD(E) TRITC-Tn6 fluorescence polarization displacement | inhibition, % at 8.3 µM | hit rate 0.21% among 370,000 | AID 720509;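 active = inhibition above a per-campaign cutoff: mean of compounds within control limits plus 3 SD, cut at about 15% in these data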;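 note: 0% = median of all compound wells on the plate and 100% = blocking peptide control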
UHRF1 binding: UHRF1 methyl-DNA binding inhibition; Q96T88; hit rate 0.75% among 370,000; UHRF1 binding to methylated oligo, TR-FRET; AID 687016; inhibition, % at 4.4 µM; in the data active = inhibition above about 21%;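 note: UHRF1 SRA domain binding a hemimethylated CpG hairpin DNA probe; 0% = median of test compound wells and 100% = reference inhibitor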
proKLK7 act: proKLK7 (human) activation, primary screen | activation, % at 7 µM | hit rate 0.9% among 370,000 | purified proKLK7, EDANS-DABCYL substrate fluorescence; 100% is mature enzyme control, 0% vehicle;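 active = activation above the mean of all tested compounds plus 3 SD, computed per campaign excluding outliers beyond control limits, cut at about 13% in these data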
Target sequence (P49862 whole entry, looked up): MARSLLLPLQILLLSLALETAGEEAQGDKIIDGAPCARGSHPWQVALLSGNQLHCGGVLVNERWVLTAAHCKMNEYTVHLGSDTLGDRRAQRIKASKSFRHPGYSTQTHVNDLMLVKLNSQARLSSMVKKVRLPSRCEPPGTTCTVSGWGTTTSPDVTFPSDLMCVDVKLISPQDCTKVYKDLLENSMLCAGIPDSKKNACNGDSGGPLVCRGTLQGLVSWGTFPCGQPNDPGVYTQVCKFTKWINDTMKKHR
PRMT1 inh: inhibitors of human PRMT1 | Q99873 | recombinant PRMT1, activity-based probe fluorescence polarization | inhibition, % at 2.79 µM | hit rate 1.3% among 370,000;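 active = inhibition above about 21% made by adding two undisclosed values, limit read from the data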
Target sequence (Q99873 whole entry, looked up): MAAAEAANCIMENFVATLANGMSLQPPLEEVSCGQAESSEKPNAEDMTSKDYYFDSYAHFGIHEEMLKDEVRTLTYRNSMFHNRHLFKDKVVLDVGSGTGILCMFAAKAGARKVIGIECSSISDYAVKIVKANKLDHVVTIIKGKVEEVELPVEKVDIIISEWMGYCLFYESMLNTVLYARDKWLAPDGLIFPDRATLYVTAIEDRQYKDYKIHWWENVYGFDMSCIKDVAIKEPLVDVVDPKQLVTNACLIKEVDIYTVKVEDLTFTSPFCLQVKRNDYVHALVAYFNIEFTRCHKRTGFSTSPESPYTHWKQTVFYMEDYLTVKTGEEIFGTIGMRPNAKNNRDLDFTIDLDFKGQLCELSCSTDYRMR
* marks the source's active call; other numbers are inactive results. Outcome played no part in choosing rows; overall some 4.6% were active at least once.

`CSc1nsc(SCC(=O)Nc2ccc(O)c(C(=O)O)c2)n1` gave Tn7 DDE FP 0, SIAE inh 4, TDP2 inh -8, TCR CD3 inh 3, MBD2 DNA inh -4, LEDGF integ inh 1, DDE Tn6 FP inh -3, UHRF1 binding 1, proKLK7 act 0.0 and PRMT1 inh 10.
`O=[N+]([O-])c1ccc(Oc2ccc(S(=O)(=O)N3CCCCC3)cc2)cc1` gave Tn7 DDE FP 1, SIAE inh 9, TDP2 inh -20, TCR CD3 inh 5, MBD2 DNA inh -1, LEDGF integ inh -1, DDE Tn6 FP inh 3, UHRF1 binding 0, proKLK7 act 0.5 and PRMT1 inh -2.
For CS(=O)(=O)N1CCC(C(=O)NCc2ccco2)CC1 the results were Tn7 DDE FP -4, SIAE inh 10, TDP2 inh 5, TCR CD3 inh 4, MBD2 DNA inh 0, LEDGF integ inh 4, DDE Tn6 FP inh 0, UHRF1 binding 3, proKLK7 act 0.3 and PRMT1 inh 0.
`CCCCCCCCCC(=O)NNC(=O)c1c(O)c2ccccc2n(CCC)c1=O` gave Tn7 DDE FP 7, SIAE inh -7, TDP2 inh -2, TCR CD3 inh 6, MBD2 DNA inh 4, LEDGF integ inh -2, DDE Tn6 FP inh 5, UHRF1 binding 1, proKLK7 act 0.1 and PRMT1 inh 0.
`CC(=O)N1CCC2(CC1)NC(=O)N(c1ccccc1)N2` gave Tn7 DDE FP 3, SIAE inh 13, TDP2 inh 21, TCR CD3 inh 1, MBD2 DNA inh 1, LEDGF integ inh -5, DDE Tn6 FP inh -5, UHRF1 binding 2, proKLK7 act 0.4 and PRMT1 inh 9.
CC(=O)c1ccc(NC(=S)NC(=O)/C=C/c2ccco2)cc1 was read as Tn7 DDE FP 6, SIAE inh 6, TDP2 inh 16, TCR CD3 inh 8, MBD2 DNA inh 3, LEDGF integ inh 6, DDE Tn6 FP inh -2, UHRF1 binding 1, proKLK7 act -0.5 and PRMT1 inh 11.
Screening CN(C)CC(=O)N[C@@H]1CC[C@@H](CCNS(=O)(=O)c2ccccc2)O[C@@H]1CO returned Tn7 DDE FP -4, SIAE inh 2, TDP2 inh 15, TCR CD3 inh -5, MBD2 DNA inh 4, LEDGF integ inh -1, DDE Tn6 FP inh 4, UHRF1 binding 1, proKLK7 act -0.7 and PRMT1 inh 3.
Screening CCCN1C2CCCC1CC(NC(=O)c1cccc([N+](=O)[O-])c1)C2 (stereo not given) returned Tn7 DDE FP -2, SIAE inh -2, TDP2 inh 3, TCR CD3 inh 5, MBD2 DNA inh 2, LEDGF integ inh 2, DDE Tn6 FP inh 2, UHRF1 binding 0, proKLK7 act -0.6 and PRMT1 inh -1.
CCOC(=O)CCNC(=O)CNC(=O)OCc1ccccc1 was read as Tn7 DDE FP -6, SIAE inh -1, TDP2 inh 12, TCR CD3 inh 0, MBD2 DNA inh -4, LEDGF integ inh 2, DDE Tn6 FP inh -4, UHRF1 binding 0, proKLK7 act 0.5 and PRMT1 inh 2.
`Cc1nnc2sc(-c3cccc4ccccc34)nn12` gave Tn7 DDE FP -1, SIAE inh -2, TDP2 inh 4, TCR CD3 inh 0, MBD2 DNA inh -2, LEDGF integ inh -3, DDE Tn6 FP inh 17*, UHRF1 binding -12, proKLK7 act 0.8 and PRMT1 inh 3.
For CC(C)(C)c1sc(N)nc1-c1ccccc1 the results were Tn7 DDE FP -4, SIAE inh 11, TDP2 inh -18, TCR CD3 inh 8, MBD2 DNA inh 1, LEDGF integ inh -3, DDE Tn6 FP inh -10, UHRF1 binding 0, proKLK7 act -0.1 and PRMT1 inh -1.
`CCOCc1nnc(NC(=O)c2cc(C(=O)OC)cc([N+](=O)[O-])c2)s1` gave Tn7 DDE FP -1, SIAE inh -3, TDP2 inh -13, TCR CD3 inh 3, MBD2 DNA inh -2, LEDGF integ inh -1, DDE Tn6 FP inh 5, UHRF1 binding 0, proKLK7 act 0.4 and PRMT1 inh 0.

Reprinted from the part before: 2 compounds, followed by the next part.
For CC(C)(C)c1sc(N)nc1-c1ccccc1 the results were Tn7 DDE FP -4, SIAE inh 11, TDP2 inh -18, TCR CD3 inh 8, MBD2 DNA inh 1, LEDGF integ inh -3, DDE Tn6 FP inh -10, UHRF1 binding 0, proKLK7 act -0.1 and PRMT1 inh -1.
`CCOCc1nnc(NC(=O)c2cc(C(=O)OC)cc([N+](=O)[O-])c2)s1` gave Tn7 DDE FP -1, SIAE inh -3, TDP2 inh -13, TCR CD3 inh 3, MBD2 DNA inh -2, LEDGF integ inh -1, DDE Tn6 FP inh 5, UHRF1 binding 0, proKLK7 act 0.4 and PRMT1 inh 0.
`COc1ccc(C2N3CC4(C)CN2CC(C)(C3)C4)cc1OC` (stereo not given) gave Tn7 DDE FP 1, SIAE inh -8, TDP2 inh 2, TCR CD3 inh -7, MBD2 DNA inh 2, LEDGF integ inh 0, DDE Tn6 FP inh -5, UHRF1 binding 3, proKLK7 act -0.2 and PRMT1 inh -1.
CCN(CC)CCn1c(=S)[nH]c2cc3c(cc2c1=O)OCO3 was read as Tn7 DDE FP -2, SIAE inh 0, TDP2 inh 3, TCR CD3 inh -4, MBD2 DNA inh 2, LEDGF integ inh 2, DDE Tn6 FP inh 1, UHRF1 binding 3, proKLK7 act 0.1 and PRMT1 inh 2.
CC(C)(C)OC(=O)C[C@@H]1C/C=C\C[C@@H](CC(=O)N(CCO)Cc2ccccc2)C(=O)N[C@H](Cc2ccccc2)COC1=O was read as Tn7 DDE FP 10, SIAE inh 3, TDP2 inh -11, TCR CD3 inh 6, MBD2 DNA inh 1, LEDGF integ inh -2, DDE Tn6 FP inh 3, UHRF1 binding -2, proKLK7 act 0.7 and PRMT1 inh 0.
For O=C(NNc1cc(Cl)ccc1Cl)c1cccs1 the results were Tn7 DDE FP 2, SIAE inh 0, TDP2 inh 13, TCR CD3 inh 9, MBD2 DNA inh 2, LEDGF integ inh -4, DDE Tn6 FP inh -3, UHRF1 binding -3, proKLK7 act 0.4 and PRMT1 inh 7.
Screening CC(=O)N/C(=C\c1ccc(C)cc1)C(=O)O returned Tn7 DDE FP -3, SIAE inh 7, TDP2 inh 9, TCR CD3 inh 0, MBD2 DNA inh 1, LEDGF integ inh -2, DDE Tn6 FP inh 8, UHRF1 binding 0, proKLK7 act -0.4 and PRMT1 inh 0.
Screening CCOc1ccc(C(=O)OCC(=O)Nc2cccc(S(=O)(=O)N3CCCC3)c2)cc1 returned Tn7 DDE FP 5, SIAE inh -17, TDP2 inh -18, TCR CD3 inh -10, MBD2 DNA inh 3, LEDGF integ inh 1, DDE Tn6 FP inh -8, UHRF1 binding 8, proKLK7 act -0.4 and PRMT1 inh 8.
Screening Cn1nc(OCc2ccccc2)ccc1=O returned Tn7 DDE FP 4, SIAE inh 2, TDP2 inh -15, TCR CD3 inh 9, MBD2 DNA inh 0, LEDGF integ inh -3, DDE Tn6 FP inh 0, UHRF1 binding 0, proKLK7 act 0.4 and PRMT1 inh -1.
Screening Cn1c(N)c(C(=O)COC(=O)/C=C/c2ccc(S(=O)(=O)N3CCOCC3)cc2)c(=O)n(C)c1=O returned Tn7 DDE FP 0, SIAE inh 4, TDP2 inh -11, TCR CD3 inh 6, MBD2 DNA inh 2, LEDGF integ inh 5, DDE Tn6 FP inh -4, UHRF1 binding -2, proKLK7 act 0.5 and PRMT1 inh -10.
`Cc1ccc2c(C)c(C(=O)NCCN3CCOC3=O)oc2c1C` gave Tn7 DDE FP 1, SIAE inh 4, TDP2 inh -16, TCR CD3 inh 5, MBD2 DNA inh -4, LEDGF integ inh -3, DDE Tn6 FP inh 0, UHRF1 binding -3, proKLK7 act 0.8 and PRMT1 inh 0.
Cc1ccc(NC(=O)c2ccc3c(c2)[nH]c(=O)n3C(C)C)cc1 was read as Tn7 DDE FP 11, SIAE inh -6, TDP2 inh 14, TCR CD3 inh -6, MBD2 DNA inh 4, LEDGF integ inh -3, DDE Tn6 FP inh -2, UHRF1 binding 3, proKLK7 act -0.5 and PRMT1 inh 1.
Screening CC(=O)Oc1ccc(-c2nc(-c3cccnc3)no2)cc1 returned Tn7 DDE FP -4, SIAE inh 1, TDP2 inh -4, TCR CD3 inh 7, MBD2 DNA inh -2, LEDGF integ inh -1, DDE Tn6 FP inh 1, UHRF1 binding 6, proKLK7 act -0.3 and PRMT1 inh 5.
Screening O=C(C1=C(O)C(=O)N(CC2CCCO2)C1c1ccc(Cl)cc1Cl)c1ccco1 (stereo not given) returned Tn7 DDE FP -4, SIAE inh -3, TDP2 inh 0, TCR CD3 inh 0, MBD2 DNA inh 2, LEDGF integ inh 3, DDE Tn6 FP inh 1, UHRF1 binding -6, proKLK7 act 1.4 and PRMT1 inh 1.
Cn1cnnc1Sc1ccc(/C=C/C(=O)c2ccc(O)cc2)cc1[N+](=O)[O-] was read as Tn7 DDE FP -1, SIAE inh -2, TDP2 inh -3, TCR CD3 inh -2, MBD2 DNA inh 3, LEDGF integ inh -7, DDE Tn6 FP inh 0, UHRF1 binding 2, proKLK7 act -0.1 and PRMT1 inh 3.
N#Cc1ccccc1S(=O)(=O)N1CCN(CC(O)COc2ccccc2F)CC1 (stereo not given) was read as Tn7 DDE FP 2, SIAE inh -10, TDP2 inh 28*, TCR CD3 inh 0, MBD2 DNA inh -1, LEDGF integ inh 0, DDE Tn6 FP inh 2, UHRF1 binding 0, proKLK7 act -0.7 and PRMT1 inh 5.
`Cc1cc(C)n(-c2ccc(C(=O)NCCCN3CCOCC3)cc2)n1` gave Tn7 DDE FP 0, SIAE inh -7, TDP2 inh 1, TCR CD3 inh -8, MBD2 DNA inh 3, LEDGF integ inh -3, DDE Tn6 FP inh -4, UHRF1 binding -1, proKLK7 act 0.2 and PRMT1 inh 5.
Screening O=C(N/C(=C\c1ccc2c(c1)OCO2)C(=O)N1CCOCC1)c1ccccc1Br returned Tn7 DDE FP -1, SIAE inh -3, TDP2 inh 5, TCR CD3 inh 4, MBD2 DNA inh -6, LEDGF integ inh 3, DDE Tn6 FP inh 1, UHRF1 binding -2, proKLK7 act 0.9 and PRMT1 inh -6.
CCOC(=O)[C@@]12CCC3=C1N(CCC3)C(=O)[C@H](CC(=O)N1CCN(C(=O)c3ccco3)CC1)C2 was read as Tn7 DDE FP 4, SIAE inh 8, TDP2 inh 0, MBD2 DNA inh -1, LEDGF integ inh 0, DDE Tn6 FP inh 2, UHRF1 binding -1, proKLK7 act 0.1 and PRMT1 inh -2.
For NS(=O)(=O)c1ccc(Nc2nc(-c3ccc(F)cc3)cs2)cc1 the results were Tn7 DDE FP 0, SIAE inh 12, TDP2 inh 12, TCR CD3 inh -1, MBD2 DNA inh 3, LEDGF integ inh 0, DDE Tn6 FP inh 3, UHRF1 binding -3, proKLK7 act 0.5 and PRMT1 inh -1.
`O=C(Cn1cc2c(n1)CCCCC2)NCCCN1CCOCC1` gave Tn7 DDE FP 0, SIAE inh -3, TDP2 inh 8, TCR CD3 inh 3, MBD2 DNA inh 0, LEDGF integ inh 0, DDE Tn6 FP inh 1, UHRF1 binding -1, proKLK7 act -0.3 and PRMT1 inh 1.

High-throughput results (PubChem)
